HT1080NT lethal: kills 2HG-producing HT-1080-NT fibrosarcoma cells; HT-1080-NT fibrosarcoma viability, CellTiter-Glo ATP luminescence, 48 h; Potency, µM (top dose mostly 46.1 µM), for inactives: at the top dose activity, negative = less viability, actives largely listed as cytotoxic; 1.6% of 360,000 active; AID 686970;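 further: NT is the 2HG producing partner of a matched IDH1 knockdown line; potency means the concentration at half of the fitted maximal effect; 0% = DMSO-treated cells and -100% = media-only wells without cells; nearly all actives have a fitted effect of over 55% in size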
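Luminescent CellTiter-Glo readout after 48 hours of compound exposure at 37 degrees C defined viability of HT-1080-NT cells. Activity was normalized to DMSO wells and cell-free media wells; concentration-response curves were fitted and assigned curve classes.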
ATXN2 expr inh: reduces ATXN2 reporter expression in HEK-293 cells; AID 1745845; HEK-293 ATXN2-luciferase reporter, luminescence, 24 h; Potency, µM (doses to about 57 µM), for the others: top-dose activity change, negative = inhibition, usual class: inhibitors; 0.72% of 360,000 active; further: potency means the concentration at half of the fitted maximal effect; on the % scale 0 is the no-effect control and ±100 the full control effect; nearly all actives have a fitted effect of over 55% in size
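ATXN2-luciferase reporter cells (luciferase flanked by upstream and downstream ATXN2 gene portions) were treated 24 h at 37 °C with compounds at up to 57 uM. SteadyGlo luminescence gave expression; GF-AFC fluorescence gave viability.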
IL1B secr inh: inflammasome signaling inhibition, IL-1 beta readout. THP-1 LPS/ATP IL-1B secretion, AlphaLISA, 16 h; hits give low values. activity change, % at 57.5 µM. 4.7% of 360,000 active. AID 743279; in the data active means activity change below about -50%; inconclusive means mostly about -30% to -49%; further: on the % scale 0 is the no-effect control and ±100 the full control effect
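Secreted IL-1B measured by AlphaLISA bead assay after 16 h compound exposure of THP-1 cells; compounds (final up to 57.5 uM) added 1 h before LPS (250 ng/mL) and ATP (1.25 mM) stimulation; lower signal means less secretion.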
SW480 rereplic: DNA re-replication induction in SW480 cells | 1.8% of 340,000 active | AID 624297 | Potency, µM (series often up to 46.1 µM), for inactives: at the highest dose re-replication activation, hits mostly activators | SW480 DNA re-replication, Hoechst DNA content imaging, 48 h; further: potency means the concentration at half of the fitted maximal effect; % of control where 0% means no effect; nearly all actives have a fitted effect of over 55% in size
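Hoechst fluorescence of nuclei (405 nm excitation, 500-530 nm emission) measured by plate-scanning imager after 48 hr compound exposure at 37 C; re-replication scored as increased number of nuclei with elevated intensity.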
HT1080 IDH1KD tx: HT-1080 IDH1 knockdown cell toxicity (counter line). HT-1080 IDH1 knockdown viability, ATP luminescence, 48 h. Potency, µM (doses to about 46.1 µM), inactives show at the top dose activity, negative = toxicity, usual class: cytotoxic. 2% of 360,000 active;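 further: potency means the concentration at half of the fitted maximal effect; 0% = DMSO wells and -100% = cell-free medium wells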
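Cytotoxicity counter-line: IDH1KD HT-1080, 48 h, CellTiter-Glo. Curves classed by r2, magnitude and activity.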
KB-3-1 cytotox: KB-3-1 parental cell cytotoxicity; KB-3-1 viability, CellTiter-Glo ATP luminescence, 72 h; Potency, µM (top dose mostly 46.1 µM), inactives show at the top dose activity change, negative = cytotoxic, actives largely listed as cytotoxic; 1.4% of 400,000 active; further: potency means the concentration at half of the fitted maximal effect; on the % scale 0 is the no-effect control and ±100 the full control effect; nearly all actives have a fitted effect of over 60% in size
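Viability of parental KB-3-1 cells, measured by CellTiter-Glo luminescence, followed a 72 h incubation at 37 °C with pinned compounds in phenol-red-free DMEM containing 10% FBS.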
S2 tox: cell viability loss in ATXN counter-screen; AID 651635; 0.49% of 400,000 active; S2 cells (HEK-293 line with an ATXN2-luciferase reporter) viability, CellTiter-Fluor protease fluorescence, 24 h; Potency, µM (top dose mostly 56.7 µM), usual class: cytotoxic; further: potency means the concentration at half of the fitted maximal effect; nearly all actives have a fitted effect of over 40% in size
MCF10A rereplic: DNA re-replication induction in MCF 10a cells. AID 624296. MCF 10A DNA re-replication, Hoechst nuclear intensity, 48 h. Potency, µM (titrated, usually from 46.1 µM), for inactives: top-dose activity, positive = re-replication, hits mostly activators. 2.9% of 350,000 active; further: potency means the concentration at half of the fitted maximal effect; % of control where 0% means no effect; nearly all actives have a fitted effect of over 50% in size
HepG2 viability: HepG2 cytotoxicity, counter-screen for TGF-b inhibitors; Potency, µM (series often up to 46.1 µM), without a hit: at the top dose activity change, negative = cytotoxicity, usual class: cytotoxic; AID 588856; HepG2 CAGA-GFP viability, ATP luminescence, 18 h; 0.76% of 410,000 active; further: potency means the concentration at half of the fitted maximal effect; some results filed as inactive show a strong effect at the top dose
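HepG2 CAGA-GFP cells (1000/well, DMEM with 1% FBS) received compound, then TGF-beta at 500 pg/mL final, and were incubated 18 hours at 37 degrees C. Viability was read by CellTiter-Glo luminescence. Media-only wells were set as complete cell-killing and DMSO as no toxicity.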
Starred values were filed as active, the others as inactive; i = inactive; ? = inconclusive; · = not tested or not shown; [ ] = dose if it differs, or a comment. Unless noted, the call rests on the fitted dose curve; in most records, active means well fitted curve in the direction sought with a large enough effect; inconclusive means small, poorly fitted or top-dose-only effect, or another doubt; inactive means no such curve, though single readings can be large; an effect the other way counts as inactive or inconclusive.

Structure | MCF10A rereplic | ATXN2 expr inh | KB-3-1 cytotox | IL1B secr inh | SW480 rereplic | HT1080NT lethal | S2 tox | HepG2 viability | HT1080 IDH1KD tx
COCCN(Cc1cc2cc3c(cc2n2nnnc12)OCO3)C(=O)c1ccccc1F | 0% | 2% | 7% | -3 | -8% | 6% | i | -6% | 11%
O=C(Nc1nc(-c2ccc(Cl)cc2)cs1)c1cccnc1 | ? | -17% | -7% | -10 | -24% | -9% | i | -9% | -2%
CCCn1c2ccccc2c2cn[nH]c(=O)c21 | -2% | -39% | 15% | 12 | -1% | -8% | i | -1% | -2%
CC(C)c1ccc(C2NC(=S)NC3=C2C(=O)CCC3)cc1 (configuration not stated) | -5% | -5% | 7% | 0 | -8% | -1% | i | 14% | -8%
COc1ccccc1NC(=O)Nc1nc(CC(=O)Nc2ccc(F)cc2)cs1 | 12% | 3% | -27% | -16 | -2% | 11% | i | -21% | 6%
O=C(CSc1ccccc1)Nc1ccccc1C(=O)N1CCCC1 | 6% | · | 3% | 18 | -14% | 11% | i | 25% | 2%
O=C(CC(NCCN1CCOCC1)C(=O)O)Nc1cccc(Cl)c1 (configuration not stated) | -5% | 0% | 4% | 4 | -8% | 16% | i | 3% | 14%
Nc1cc(=O)c2[nH]cnc2[nH]1 | · | · | -1% | 18 | · | -3% | i | -28% | -25%
CC(NC(=O)COC(=O)CCC(=O)c1ccc(F)cc1)c1ccccc1 (configuration not stated) | 0% | -9% | -4% | -17 | 1% | -1% | i | -2% | 1%
CCC(Sc1ncccn1)C(=O)Nc1cc(C)on1 (configuration not stated) | 0% | -6% | -1% | 0 | -1% | 6% | i | -5% | 3%
COc1ccc(CN2CCC2(C)C(=O)Nc2ccc(OC)c(OC)c2)cc1 (configuration not stated) | · | -1% | 5% | -10 | · | -1% | i | -5% | 5%
CN(C(=O)c1cccc(NC(=O)Cc2cccc(NC(=O)C3CCCN(C(=O)C4CCCCC4)C3)c2)c1)C1CCC1 (configuration not stated) | 0% | 0% | 0% | 22 | 15%[9.22 µM] | 11% | ? | 6% | -2%
Cc1nnc(SCC(=O)Nc2sc3c(c2C(N)=O)CCC(C)C3)[nH]c1=O (configuration not stated) | -3% | 3% | ? | -6 | 10% | -1%[9.24 µM] | i | 1% | 8%
CCCCC(=O)Nc1ccc(C(=O)NN2C(=O)c3ccccc3C2=O)cc1 | 2% | -4% | 11% | 0 | -7% | -4% | ? | -24% | 14%
Fc1ccc(N2CCN(c3cnc4ccccc4n3)CC2)cc1 | 3% | 29% | -9% | 0 | 4% | -2% | i | -25% | -1%
CCN(CC)C(=O)CSc1nc2c(c(=O)n(C)c(=O)n2C)n1Cc1ccccc1 | · | 1% | -2% | · | · | · | i | 1% | ·

Some entries already given, reduced to HepG2 viability.
SMILES | HepG2 viability
COc1ccc(CN2CCC2(C)C(=O)Nc2ccc(OC)c(OC)c2)cc1 (configuration not stated) | -5%
CN(C(=O)c1cccc(NC(=O)Cc2cccc(NC(=O)C3CCCN(C(=O)C4CCCCC4)C3)c2)c1)C1CCC1 (configuration not stated) | 6%

The results go on.
Structure | MCF10A rereplic | ATXN2 expr inh | KB-3-1 cytotox | IL1B secr inh | SW480 rereplic | HT1080NT lethal | S2 tox | HepG2 viability | HT1080 IDH1KD tx
O=C(NCCCn1ccnc1)c1cc(C2CC2)on1 | 3% | 1% | -4% | 2 | -6% | -13% | i | -25% | 1%
CCCCn1c(=S)[nH]c2cc(S(=O)(=O)N3CCOCC3)ccc21 | -3% | 2% | -7% | 0 | -7% | -5% | i | -1% | 2%
O=c1c2ccccc2nc(-c2ccc(Cl)cc2Cl)n1O | ? | -15% | -2% | -7 | ? | -4% | i | -12% | 0%
Cc1nnc(SCC(=O)Nc2nc(C(C)(C)C)cs2)s1 | 4% | 0% | -7% | 9 | -16% | 3% | i | -10% | 3%
C=CCN1c2ccccc2[C@]23C[C@@H](C(=O)OC)N(C(=O)CC(C)C)C2=NC(C(=O)OC)=C(C(=O)OC)[C@H]13 | ? | -11% | -3% | -17 | -1% | -1% | i | -11% | -12%
CC(C)(C)NC(NC(=O)Cc1ccccc1)C(Cl)(Cl)Cl (configuration not stated) | 5% | -1% | -13% | 37 | -9% | 7% | i | -16% | 4%
O=C(CSc1cccc2cccc(Cl)c12)OCC(=O)N1CCN(C(=O)c2ccco2)CC1 | 11% | -11% | -8% | 23 | 8% | -8% | i | -6% | -5%
Cc1nc2c(cc1C(=O)N/N=C/c1ccc(O)c(O)c1)c(=O)n(C)c(=O)n2C | 0% | -9% | -23% | -10 | -9% | ? | i | -19% | ?
CC(C)(C)N1CC(c2nc3ccccc3n2Cc2ccc(Cl)cc2)CC1=O (configuration not stated) | 15% | -13% | 1% | -15 | 0% | -17% | i | -22% | -29%
CCOc1ccc(-c2cc(C(=O)NCCc3ccc(Cl)cc3)c3ccccc3n2)cc1 | · | 7% | 5% | · | · | · | i | -1% | ·
Cc1ccc(S(=O)(=O)N2C[C@H]3C(=O)C[C@@H](c4ccccc4)N(S(=O)(=O)c4ccc(C)cc4)[C@H]3C[C@H]2c2cccc3ccccc23)cc1 | · | 3% | 0% | 11 | · | 19% | i | -25% | 18%
COc1ccc(NC(=O)CSc2nc(NS(=O)(=O)c3ccc(C)cc3)cc(=O)[nH]2)cc1 | 15% | 2% | -22% | -6 | 12% | ? | i | -27% | ?
COc1cc(NC(=O)CCS(=O)(=O)c2nc(-c3ccc4c(c3)OCO4)cc(C(F)(F)F)n2)cc(OC)c1OC | · | 3% | 5% | · | · | · | ? | -26% | ·
Cc1nc(NC(=O)CN(C)S(=O)(=O)c2ccc(Br)cc2)sc1C | -2% | -21% | -5% | -18 | -5% | 0%[9.24 µM] | i | -32% | -16%
COc1cccc(S(=O)(=O)Nc2ccc3c(c2)[C@@H]2C[C@@H](CC(=O)NCc4ccc(Cl)cc4)O[C@@H](CO)[C@@H]2O3)c1 | · | -22% | ? | 44 | · | 8.2µM* | ? | -21% | 6.5µM*
CCOC(=O)Cn1c(=O)c2c(nc(Br)n2CC(=O)OCC)n(C)c1=O | -6% | -4% | 10% | 2 | -4% | 7% | i | -17% | -2%
CC(C)CC(COCc1cccc(Cl)c1)N1CCN(C(=O)c2cccc(C(F)(F)F)c2)CCC1=O (configuration not stated) | 10% | -34% | -1% | -16 | ? | -26% | ? | -2% | -23%
C#CCNC(=O)C[C@@H]1C[C@@]2(C(=O)OC)CC(C)(C)CC=C2N(Cc2ccccc2)C1=O | · | · | 0% | 5 | · | 7% | · | · | 6%
COc1cc(/C=C/C(=O)O)cc(S(=O)(=O)Nc2ccc3[nH]c(=O)[nH]c3c2)c1OC | -1% | -15% | 11% | 7 | -11% | 24% | i | -23% | 13%
Nn1c(SCC(=O)Nc2ccc(OC(F)F)cc2)nnc1-c1ccco1 | 2% | -5% | 21% | -8 | -13% | -2% | i | 22% | 2%
COC(=O)C1=C(C)Nc2nnnn2C1c1cccs1 (configuration not stated) | -1% | 5% | 5% | -3 | 0% | 8% | ? | -23% | 4%
COc1cc(OC)c(/C=N/NC(=O)COc2cccc3cccnc23)c(OC)c1 | -3% | · | 2% | -5 | -17% | 15% | i | 0% | 1%
COc1ccc(NC(=O)CN(C)CC(=O)Nc2ccc(Cl)cc2[N+](=O)[O-])cc1 | 0% | 0% | 7% | -1 | -5% | -4% | i | -29% | 10%
COc1ccccc1C(=O)NNC(=O)C1CCCO1 (configuration not stated) | 8% | 17% | -2% | 29 | 0% | 3% | i | -6% | 2%
Cc1cc(C(=O)c2ccccc2)c(NC(=O)CCl)s1 | ? | -30% | ? | -100* | ? | ? | ? | -12% | ?
CCOC(=O)c1cnc2c(C)c(Cl)ccc2c1NCCc1ccccc1 | · | 6% | -3% | · | · | · | i | -9% | ·
Fc1ccccc1Cc1noc(CN2CCN(C/C=C/c3ccccc3)CC2)n1 | ? | · | -20% | -13 | -23% | 20% | i | -21% | -3%
COc1ccc(Cn2nnc3c(=O)[nH]c(C4CCN(C(=O)c5ccccc5Cl)CC4)nc32)cc1 | 23% | -1% | -10% | 0 | -7% | -13% | i | 15% | -5%
CNS(=O)(=O)c1cn(CC(=O)NCc2ccc(OC)cc2)cc1S(=O)(=O)NC | -4% | 12% | -2% | 5 | -1% | 0% | i | 6% | 9%
COc1cc2[nH]c(=S)nc(NCc3ccccc3)c2cc1OC | -7% | 12% | 21% | 10 | -12% | 21% | i | -19% | 10%
COc1cc(/C=C2\SC(N)=NC2=O)cc(Br)c1O | -7% | · | -2% | 26 | -9% | -18% | i | 2% | -23%
CCSc1nnc(NC(=O)Nc2cccc(C)c2)s1 | ? | -7% | -7% | -9 | ? | -21% | i | -25% | -27%
COc1cccc(CNc2nc3ccccc3n2CCN2CCCCC2)c1OC | ? | ? | -21% | -10 | 9% | -9% | ? | -10% | 2%
O=S1(=O)CC(N2CCCC2)CN1C1CCCCC1 (configuration not stated) | · | 9% | 0% | 15 | · | 15% | i | 7% | 3%
CC(C)CCC(C)NC(=O)Cc1ccc(S(=O)(=O)N2CCOCC2)s1 (configuration not stated) | 6% | 2% | 2% | 15 | -3% | -1% | i | 3% | -5%
COc1ccc(NC(=O)NC23CC4(C)CC(C)(CC(C)(C4)C2)C3)cc1OC | 10% | -3% | ? | 0 | -7% | -1% | i | 0% | -3%
CCOC(=O)CNc1nc(Cl)nc(Nc2ccc(Cl)cc2)n1 | -1% | 4% | 6% | 3 | -16% | 1% | i | -12% | -1%
NNC(=O)C1CC1c1ccccc1 (configuration not stated) | -8% | 2% | -1% | -11 | -19% | 5% | i | 7% | 18%

Compound activity (PubChem BioAssay)
